Screening results from PubChem.
Kir21 inh: blocks the mouse Kir2.1 inward-rectifier potassium channel. P35561. HEK293-Kir2.1, FluxOR thallium flux fluorescence; active compounds read low. B-score at 10 µM. hit rate 0.85% among 310,000;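 active means fluorescence ratio B-score at or below minus 3 SD of library scores, with starting-brightness B-score within 2 SD, cut at about -4.2 in these data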;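 further: channel flux triggered by added potassium and thallium sulfate stimulus; B-score of peak minus minimum fluorescence over baseline after thallium stimulus; more negative B-score means stronger Kir2.1 block with less thallium influx; some compounds called inactive have numbers as strong as hits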
KCNQ2 block: KCNQ2 potassium channel inhibitors, primary screen, cell-based, CHO-K1, FluxOR thallium flux, B-score (AID 2156) | hit rate 1.1% among 310,000 | O88943 | B-score at 10 µM | 20 min; active compounds read low;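 active means fluorescence ratio B-score at most minus 3 library SDs, with starting brightness B-score within 2 library SDs, cut at about -5.5 in these data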
Target sequence (O88943 whole entry, looked up): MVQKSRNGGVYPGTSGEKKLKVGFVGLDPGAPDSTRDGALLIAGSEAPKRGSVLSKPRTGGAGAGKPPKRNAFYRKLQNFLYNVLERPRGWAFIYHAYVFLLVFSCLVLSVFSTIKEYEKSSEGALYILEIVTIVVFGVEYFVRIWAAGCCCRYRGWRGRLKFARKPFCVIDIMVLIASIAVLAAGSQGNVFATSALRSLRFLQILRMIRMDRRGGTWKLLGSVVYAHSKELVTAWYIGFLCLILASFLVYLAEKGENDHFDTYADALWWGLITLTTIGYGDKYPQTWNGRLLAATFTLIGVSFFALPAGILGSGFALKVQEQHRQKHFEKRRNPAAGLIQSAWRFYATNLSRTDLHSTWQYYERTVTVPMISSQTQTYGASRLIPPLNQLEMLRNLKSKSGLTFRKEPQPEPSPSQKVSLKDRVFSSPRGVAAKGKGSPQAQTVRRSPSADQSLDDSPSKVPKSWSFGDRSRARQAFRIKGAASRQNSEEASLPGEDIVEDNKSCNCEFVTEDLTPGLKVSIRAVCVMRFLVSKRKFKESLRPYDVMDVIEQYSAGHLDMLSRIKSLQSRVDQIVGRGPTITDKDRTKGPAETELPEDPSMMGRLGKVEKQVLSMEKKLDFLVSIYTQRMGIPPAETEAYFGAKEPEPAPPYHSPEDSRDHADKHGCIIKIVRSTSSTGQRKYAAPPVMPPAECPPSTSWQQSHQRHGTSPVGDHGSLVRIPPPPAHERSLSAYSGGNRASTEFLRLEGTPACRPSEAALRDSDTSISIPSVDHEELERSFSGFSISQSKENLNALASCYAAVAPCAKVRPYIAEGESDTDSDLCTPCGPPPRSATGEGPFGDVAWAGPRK
* hit, by the source's call; i = inactive.

Start of the data: the first 5 entries, ahead of the listing:
No.	Molecule	Kir21 inh	KCNQ2 block
1	CC(C)CCn1c(SCC(=O)c2ccccc2)nc2c1c(=O)[nH]c(=O)n2C	-0.34	i
2	CCOCCCNC(=S)N1CCN(c2nc(-c3ccc(F)cc3)cs2)CC1	-0.51	i
3	O=C(Nc1ccccc1C(=O)N/N=C/c1ccco1)c1ccccc1	2	i
4	CCC(C)C(=O)N1CCc2cc(-c3csc(N)n3)ccc21 (stereo unspecified)	-2.4	i
5	C#Cc1ccc(C(=O)NCc2ccc(N3CCCC3=O)cc2)cc1	-0.1	i

All compounds of this part, previewed entries included:
No.	Molecule	Kir21 inh	KCNQ2 block
1	CC(C)CCn1c(SCC(=O)c2ccccc2)nc2c1c(=O)[nH]c(=O)n2C	-0.34	i
2	CCOCCCNC(=S)N1CCN(c2nc(-c3ccc(F)cc3)cs2)CC1	-0.51	i
3	O=C(Nc1ccccc1C(=O)N/N=C/c1ccco1)c1ccccc1	2	i
4	CCC(C)C(=O)N1CCc2cc(-c3csc(N)n3)ccc21 (stereo unspecified)	-2.4	i
5	C#Cc1ccc(C(=O)NCc2ccc(N3CCCC3=O)cc2)cc1	-0.1	i
6	COc1nccnc1NS(=O)(=O)c1ccc(NC(=S)NC(=O)c2ccccc2)cc1	0.21	i
7	FC(F)Oc1cccc(NC(=S)N2CCN(c3ccccn3)CC2)c1	-1.3	i
8	CC(=O)c1sc(Nc2ccc(C)cc2)nc1C	1.5	i
9	COc1ccccc1C/C(N)=N/OC(=O)COc1cccc(C)c1	1.9	i
10	COc1ccc(C(=O)CC(c2ccccc2)S(=O)(=O)c2ccc(C)cc2)cc1 (stereo unspecified)	-0.35	i
11	O=[N+]([O-])c1cccnc1N1CCN(c2ccccc2F)CC1	0.67	i
12	Cc1oc(-c2cc(F)ccc2F)nc1CN(C)Cc1ccc2nccnc2c1	1.2	i
13	COc1ccccc1-n1cnc2sc(C)c(C)c2c1=O	1.2	i
14	O=S(=O)(O)c1cccc2c(N=Nc3ccc(O)c4ncccc34)cccc12	-0.08	i
15	NC(=O)C1CCN(C(=O)CSc2nc3ccccc3s2)CC1	0.13	i
16	CC1(C)CC(=O)c2cc(C(=O)NC3CCSC3=O)c(=O)n(-c3ccc(Cl)cc3)c2C1 (stereo unspecified)	1.7	i
17	Oc1ccc2ccccc2c1/C=N/Nc1nnc(-c2ncc[nH]2)c2ccccc12	-1.2	i
18	Cc1csc(NC(=O)CSc2nc3ccccc3c3c2CCCC3)n1	1.6	i
19	COc1c(C)cc(C(=O)C2CCCN(C(=O)Cn3ccc(C)n3)C2)cc1C (stereo unspecified)	0.48	i
20	COC(=O)c1sccc1-n1cccc1C(=O)C(=O)Nc1ccc(F)cc1	0.01	i
21	COc1ccc(NC2CCCN(C(=O)C3(C)CCCCC3)C2)cc1OC (stereo unspecified)	-0.3	i
22	COc1cc(NC(=O)Cn2ccsc2=N)c(C)cc1[N+](=O)[O-]	0.11	i
23	Cc1ccc(S(=O)(=O)c2cc3ccc(O)cc3oc2=O)cc1C	-2.2	i
24	Cc1cc2cc(CNC(=S)Nc3ccc(OC(F)(F)F)cc3)ccc2n1C	-0.53	i
25	COCCN(C(=O)c1csnn1)C(C(=O)NC1CCCC1)c1ccccc1 (stereo unspecified)	0.94	i
26	O=C(O)c1cccc(S(=O)(=O)Nc2ccc(O)cc2Sc2nc3ccccc3s2)c1	-0.53	i
27	COc1ccc(/C=C/c2c(-c3ccc(OC)cc3)oc3cccnc23)cc1	1.1	i
28	O=C(C[n+]1cc(-c2ccc(F)cc2)n2c1CCC2)N1c2ccccc2Sc2ccccc21	-1.2	i
29	Cc1nc(C)n(CC(=O)N2CCCC(C(=O)c3ccc(C(F)(F)F)cc3)C2)n1 (stereo unspecified)	-0.06	i
30	CN(C)S(=O)(=O)N1CCN(CC(O)COc2ccc(C(=O)c3ccccc3)cc2)CC1 (stereo unspecified)	0.15	i
31	O=C(NCCc1c[nH]c2ccccc12)C1CCC(Cn2c(=S)[nH]c3ccccc3c2=O)CC1 (stereo unspecified)	0.76	i
32	CC1C(=O)N2CCCc3cc(S(=O)(=O)N(C)CCC#N)cc1c32 (stereo unspecified)	-1.5	i
33	Cn1c(=O)[nH]c(=O)c2c1nc(Br)n2CCC(=O)c1ccccc1	-0.03	i
34	COc1cc(/C=C/c2ccc3cccc(O)c3n2)cc(OC)c1OC	2.5	i
35	COC(=O)c1ccc(CNC(=O)c2c3c(nc4ccccc24)CCN(Cc2ccccc2)C3)cc1	-2.5	-6.2*
36	O=C(NC(=S)Nc1ccccc1N1CCCC1)c1cccc(F)c1	-0.62	i
37	Cc1ccc(SC(C)C(=O)N2CCN(c3ccccc3)CC2)cc1 (stereo unspecified)	0.49	i
38	COc1ccc(/C(O)=C2/C(=O)C(=O)N(Cc3cccnc3)C2c2ccco2)cc1OC (stereo unspecified)	0.02	i
39	O=C(NCCNc1ccc([N+](=O)[O-])cc1)c1cccs1	-0.3	i
40	O=C1CCCC2=C1C(c1ccc(Br)cc1)c1c([nH]c(=S)[nH]c1=O)N2 (stereo unspecified)	0.54	i
41	CN(C)S(=O)(=O)c1ccc(C(=O)Nc2ccccc2F)cc1	1.1	i
42	O=C(NNC1=Nc2cccc3cccc1c23)c1ccccc1Br	-0.45	i
43	Cc1ccc(NC(=O)c2cccc(F)c2)cc1S(=O)(=O)N1CCCCCC1	0.32	i
44	COc1ccc(/C=N/Nc2nc3ccccc3[nH]2)cc1OC	-2.1	i
45	CC(NC(=O)Nc1ccc2c(c1)OCO2)c1ccncc1 (stereo unspecified)	1.5	i
46	CCCn1c(=O)c(C(=O)Nc2ncccc2C)c(O)c2ccccc21	0.15	i
47	CCO[C@@H]1OC(C(=O)NCc2ccccc2)=C[C@H](c2ccc(Br)cc2)[C@H]1CCCO	0.59	i
48	CC(NC(=O)Nc1ccc(O)cc1)(C(F)(F)F)C(F)(F)F	-1.2	i
49	Cc1ccc(C(=O)N2CCN(c3nc4ccccc4n3C)CC2)cc1	0.34	i
50	N#Cc1ccc(/C=C/C(=O)c2cccnc2)cc1	-9*	-11*

Remaining list, next part:
No.	Molecule	Kir21 inh	KCNQ2 block
51	O=c1c2ccccc2nc(N2CCN(c3ccccc3)CC2)n1Cc1ccccc1	-1.2	i
52	Cc1noc(NS(=O)(=O)c2ccc(NC(=O)c3ccc(Br)o3)cc2)c1C	0.47	i
53	Cc1c(C(=O)Nc2cccc(N(C)S(C)(=O)=O)c2)cccc1[N+](=O)[O-]	0.21	i
54	COC(=O)c1ccccc1S(=O)(=O)Nc1ccc2cn[nH]c2c1	0.44	i
55	COc1ccc(/C=C/C(=O)NC2CCN(Cc3ccccc3)CC2)cc1OC	-0.93	i
56	O=C(Nc1ccc(Oc2ccccc2)cc1)c1ccc(Cn2c(=O)[nH]c3ccsc3c2=O)cc1	0.26	i
57	CC1=C(C)C(=O)C(CCCCC#CCCCC#CCO)=C(C)C1=O	-1.4	-6.8*
58	O=C(NCCc1ccccc1)C1CCN(C(=O)N2CCOc3ccccc32)CC1	-0.14	i
59	Nc1nc(-c2ccccc2)[nH]c(=O)c1N	-0.13	i
60	CC(C)(C)OC(=O)NC(Cc1ccccc1)C(=O)NCCCC(=O)O (stereo unspecified)	0.75	i
61	CC(C)CCCC(C)CCOC(=O)CN1CCCC1 (stereo unspecified)	0.78	i
62	O=C(CN1CCN(Cc2ccc(F)cc2)CC1)NCc1ccccc1	-0.23	i
63	CC(C)NC(=O)NC(=O)COC(=O)CCOc1ccccc1	0.52	i
64	COc1ccc(C2CC(c3ccc(OC)cc3OC(C)=O)=NN2C(=O)c2ccccc2)cc1 (stereo unspecified)	-0.02	i
65	O=C(N/N=C/c1ccccc1)c1c(O)c2ccccc2[nH]c1=O	0.1	i
66	Cc1ccc(C(C(=O)NCC2CCCO2)N(C(=O)c2snc(C(N)=O)c2N)c2ccc(F)cc2)o1 (stereo unspecified)	1.3	i
67	O=C(N/N=C/c1ccco1)C1CC(=O)N(c2ccccc2)C1 (stereo unspecified)	0.93	i
68	Cc1ccc(Oc2nccc(-c3ccc(Cl)cc3)n2)cc1	0.69	i
69	CCOC(=O)C1=C(CSc2nc3c(cc2C#N)CCC3)OC(N)=C(C#N)C1c1ccccc1 (stereo unspecified)	0.12	i
70	Cc1cccc(OCCCn2c(CCNC(=O)C(C)C)nc3ccccc32)c1	-0.22	i
71	O=C(Nc1c(C(=O)NCc2ccco2)cnn1-c1ccccc1)c1cccc(F)c1	2	i
72	COc1ccc(C2=NN(C(=O)CCC(=O)O)C(c3ccccc3F)C2)cc1 (stereo unspecified)	-1.1	i
73	CN1CCN(C(=S)Nc2cccc(S(=O)(=O)N(C)C)c2)CC1	-0.44	i
74	CN(C)CCN(C(=O)C1CCN(S(=O)(=O)c2cccs2)CC1)c1nc2ccccc2s1	-0.71	i
75	COC(=O)N/N=C/c1cccs1	1.3	i
76	Cc1cc(NC(=O)CSc2cn(C)c3ccccc23)no1	-1.6	i
77	O=C1CN(C(=O)c2ccccc2F)C(c2ccc(F)cc2)c2cc(Br)ccc2N1 (stereo unspecified)	-1.7	i
78	Cn1c(SCC(=O)N/N=C/c2cccs2)nc2ccccc21	-1.7	i
79	COc1cccc(/C=C/C(=O)N2CCN(S(=O)(=O)c3ccccc3)CC2)c1OC	-3.6	i
80	Cc1nn(-c2ccccc2)c(Cl)c1C(=O)N(C)CC(=O)Nc1cccc(F)c1	-1	i

Further results:
Below each compound – Kir21 inh	KCNQ2 block
81: CC(C)c1cc(C(=O)N/N=C/C(Br)=C/c2ccccc2)n[nH]1
  0.95	i
82: Cc1nn(-c2ccccc2)c(Cl)c1C(=O)NCCCCNC(=O)c1c(C)nn(-c2ccccc2)c1Cl
  0.03	i
83: CC(=O)Nc1ccc(S(=O)(=O)NCc2nc(-c3cccc(C)c3)no2)cc1
  -0.68	i
84: CCOC(=O)C1=C(CSc2nc(CC)c(C)cc2C#N)OC(N)=C(C#N)C1c1ccc(OC)cc1 (stereo unspecified)
  0.86	i
85: O=C(NCc1nnc(SCc2ccccc2)n1-c1ccccc1)C12CC3CC(CC(C3)C1)C2
  0.31	i
86: CCN(Cc1ccccc1)C(=O)C1CCN(Cc2ccc(SC)cc2)CC1
  -0.01	i
87: C/C(=N\NC(=O)CSc1nc(C)[nH]c1[N+](=O)[O-])c1ccc(F)cc1
  -0.21	i
88: CCOc1ccc(NC(=O)CCNC(=O)Cn2cnc3ccccc3c2=O)cc1
  0.03	i
89: Cc1cc(-c2ccc(/C=N/n3cnnc3)o2)c([N+](=O)[O-])cc1C
  -1.2	i
90: O=C(NNC(=O)C1C2CCC(C2)C1C(=O)O)c1ccc(Cl)cc1 (stereo unspecified)
  0.12	i
91: O=C(COC(=O)COc1cccc(C(F)(F)F)c1)NC1CCS(=O)(=O)C1 (stereo unspecified)
  -0.21	i
92: C=CCNc1nc(Nc2ccc(-c3nc4ccccc4o3)cc2)nc(N2CCOCC2)n1
  -0.04	i
93: CC(C)(C)NC(=O)CN(Cc1ccc2c(c1)OCO2)C(=O)CNS(=O)(=O)c1ccccc1
  0.02	i
94: COc1ccc(CN2CCC(C(=O)Nc3ccc(Oc4ccccc4)nc3)CC2)cc1F
  -0.66	i
95: CN(C)CCCN(C(=O)c1ccc(S(=O)(=O)N2CCCCCC2)cc1)c1nc2ccc(F)cc2s1
  -5*	i
96: O=C(OCC(=O)c1ccc[nH]1)c1ccc(S(=O)(=O)N2CCCCCC2)cc1
  0.12	i
97: O=c1[nH]c(=S)n(-c2cccc(C(F)(F)F)c2)c(O)c1C=NCCN1CCNCC1
  0.63	i
98: CCN(CC)C(=O)CSc1nc2ccccc2c(=O)n1CCC(=O)N1CCN(c2ccccc2)CC1
  1.4	i
99: CCCOc1cccc(C(=O)NCCCNC(=O)c2ccccn2)c1
  0.03	i
100: Fc1ccccc1Nc1nc2ccccc2o1
  -0.12	i
101: CCCCn1c(N)c(N(CC(C)C)C(=O)c2ccc(S(=O)(=O)N3CCCCC3)cc2)c(=O)[nH]c1=O
  -0.54	i
102: COC(=O)Cn1c(=NC(=O)c2cc(-c3cccs3)nc3ccccc23)sc2cc(S(N)(=O)=O)ccc21
  -0.21	i
103: O=C(C(=O)N1CCOCC1)c1cn(CC(=O)N2CCCCC2)c2ccccc12
  0.34	i
104: O=C(c1ccccc1)N1CCN(CC(O)Cn2ccc3ccccc32)CC1 (stereo unspecified)
  -1.5	i
105: Cc1ccccc1OCCCC(=O)Nc1ccc(N2CCOCC2)cc1
  0.38	i
106: CC(=O)c1nn(-c2cccc(Br)c2)cc1C(=O)c1cccc2ccccc12
  0.01	i
107: O=C(CCC1CCCN(C(=O)c2ccco2)C1)NCc1ccccc1F (stereo unspecified)
  -0.54	i
108: CCOC(=O)N1CCN(CC(=O)Nc2c(C(=O)OC)[nH]c3ccc(Cl)cc23)CC1
  0.3	i
109: CS(=O)(=O)NCC(c1ccco1)N1CCN(c2ccc(F)cc2)CC1 (stereo unspecified)
  1.1	i
110: CC(=O)c1c(C)[nH]c(C(=O)CN2C(=O)NC(C)(c3ccc(C)cc3)C2=O)c1C (stereo unspecified)
  -2.1	i
111: CCCNC(=O)NC(=O)CSc1ncc(C(F)(F)F)cc1Cl
  0.15	i
112: Cc1nn2c(-c3cccc(NC(=O)c4ccco4)c3)nnc2c2ccccc12
  0.31	i
113: FC(F)(F)c1cccc(CNc2ncccc2-c2nc3cc(Cl)ccc3o2)c1
  -0.43	i
114: O=C(NCCc1nc2ccccc2[nH]1)/C(=C/c1ccco1)NC(=O)c1ccco1
  -0.5	i

Whole records as entered above. Order of screens: Kir21 inh, KCNQ2 block
Cc1nn2c(-c3cccc(NC(=O)c4ccco4)c3)nnc2c2ccccc12 is listed with 0.31, i
O=C(c1ccccc1)N1CCN(CC(O)Cn2ccc3ccccc32)CC1 (stereo unspecified) is listed with -1.5, i
CCCCn1c(N)c(N(CC(C)C)C(=O)c2ccc(S(=O)(=O)N3CCCCC3)cc2)c(=O)[nH]c1=O is listed with -0.54, i
O=C(CCC1CCCN(C(=O)c2ccco2)C1)NCc1ccccc1F (stereo unspecified) is listed with -0.54, i
